IMPase inh: IMPase inhibition in cells | 120,000 tested, under 10 active | P97697 | inhibition (IP1 accumulation), % at 46.1 µM | AID 901 | CHO-M1 cells, IP1 accumulation, HTRF TR-FRET ratio; active = well fitted curve in the direction sought with a large enough effect in the signal ratio, not every such curve was filed as active; inconclusive = small, poorly fitted or top-dose-only effect, or a change in a side signal; inactive = no such curve, though single readings can be large or run the other way; the % refers to the signal ratio;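 note: cells stimulated with carbachol in lithium chloride buffer; plate controls were DMSO basal wells for no effect and reference inhibitor wells for full effect; higher means more IMPase inhibition seen as more IP1 and lower FRET ratio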
Target sequence (P97697 whole entry, looked up): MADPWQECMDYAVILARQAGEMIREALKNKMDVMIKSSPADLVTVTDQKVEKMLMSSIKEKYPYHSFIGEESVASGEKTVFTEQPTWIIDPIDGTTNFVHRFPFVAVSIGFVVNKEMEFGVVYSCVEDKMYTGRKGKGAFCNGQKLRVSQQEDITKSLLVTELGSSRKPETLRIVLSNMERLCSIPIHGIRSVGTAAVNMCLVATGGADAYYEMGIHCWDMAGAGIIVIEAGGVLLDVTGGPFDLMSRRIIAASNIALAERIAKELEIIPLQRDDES
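Measured: the HTRF emission ratio (665/620 nm) plus the 620 nm donor channel, each fitted to the Hill equation to give AC50. Cells were CHO-M1 given compounds up to 46 uM and a 30 min carbachol stimulation at 37C.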
ALOX12 inhib: blocks human 12-lipoxygenase activity | purified 12-hLO, xylenol orange hydroperoxide absorbance | Potency, µM (top dose mostly 57.1 µM), inactives show at the highest dose activity change, negative = inhibition, most hits filed as inhibitors | 150,000 tested, 0.12% active; note: potency is the fitted concentration of half-maximal effect; nearly all actives have a fitted effect of over 55% in size; many of its hits are not listed in these tables
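Purified human 12hLO (150 nM), preincubated 15 min with compound, then 40 uM arachidonic acid for 30 min, room temperature, Hepes pH 7.0 with 0.01% Triton X-100. Hydroperoxide detected by ferrous iron/xylenol orange; 573/405 nm absorbance ratio gives reaction progress.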
15-hLO-2 inh: inhibitors of human 15-lipoxygenase 2 (ALOX15B); O15296; purified 15hLO-2, xylenol orange hydroperoxide absorbance; Potency, µM (series often up to 57.1 µM), without a hit: top-dose activity change, negative = inhibition, usual class: inhibitors; 110,000 tested, 0.56% active; AID 881; note: potency is the fitted concentration of half-maximal effect; nearly all actives have a fitted effect of over 60% in size; many of its hits are not listed in these tables
Target sequence (O15296 whole entry, looked up): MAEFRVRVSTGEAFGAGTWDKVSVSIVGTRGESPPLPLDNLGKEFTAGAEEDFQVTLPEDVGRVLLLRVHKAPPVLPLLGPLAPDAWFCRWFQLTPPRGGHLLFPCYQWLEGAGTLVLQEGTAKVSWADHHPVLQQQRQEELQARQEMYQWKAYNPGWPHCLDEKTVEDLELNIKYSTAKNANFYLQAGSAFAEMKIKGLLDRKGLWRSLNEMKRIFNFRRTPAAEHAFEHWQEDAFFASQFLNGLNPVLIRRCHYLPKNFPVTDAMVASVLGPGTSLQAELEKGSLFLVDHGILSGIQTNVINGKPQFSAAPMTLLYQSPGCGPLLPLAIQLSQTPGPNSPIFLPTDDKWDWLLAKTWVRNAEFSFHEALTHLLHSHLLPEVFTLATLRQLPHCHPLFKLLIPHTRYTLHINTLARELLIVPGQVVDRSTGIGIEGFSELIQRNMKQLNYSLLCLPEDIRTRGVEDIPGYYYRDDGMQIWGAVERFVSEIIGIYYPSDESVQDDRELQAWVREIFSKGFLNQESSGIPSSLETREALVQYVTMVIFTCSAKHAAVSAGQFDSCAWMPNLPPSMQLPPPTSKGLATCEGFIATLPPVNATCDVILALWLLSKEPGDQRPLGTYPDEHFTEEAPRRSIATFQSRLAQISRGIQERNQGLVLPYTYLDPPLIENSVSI
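Purified human 15hLO-2 (50 nM) preincubated 15 min with compound, then 45 uM arachidonic acid for 90 min at RT in 25 mM Hepes pH 7.5, 0.01% Triton X-100. Hydroperoxide detected by Fe-xylenol orange; 573/405 nm absorbance ratio.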
PNC assembly inh: inhibitors of perinucleolar compartment assembly. PC3M PTB-GFP, PNC prevalence imaging, 16 h; active compounds read low. activity change (PNC), negative = inhibition, % at 10 µM. 140,000 tested, 3.1% active. AID 2417;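 active = readout at or below -70, meaning at least 70% loss of cells showing the perinucleolar compartment, a nuclear body marking cancer cells; inconclusive = readout between -30 and a set limit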;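 note: plate controls were DMSO wells for no effect and camptothecin positive control wells for full effect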
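Compounds are pinned in duplicate onto adhered PC3M cells stably expressing GFP-tagged PTB and incubated 16 h at 37 C. Cells are then fixed, nuclei stained with Hoechst, and PNC-positive cells counted.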
Starred values were filed as active, the others as inactive; ? = inconclusive; . = not tested or not shown; [ ] = another dose, or the depositor's remark. Unless noted, calls come from the whole dose curve; as a rule, active = well fitted curve in the direction sought with a large enough effect; inconclusive = small, poorly fitted or top-dose-only effect, or another doubt; inactive = no such curve, though single readings can be large; an effect the other way counts as inactive or inconclusive. Unless noted, % is set by controls: 0 for no effect and ±100 for the full control effect.

SMILES | IMPase inh | ALOX12 inhib | 15-hLO-2 inh | PNC assembly inh
CCOC(=O)/C(=C/c1ccc(F)cc1)NC(C)=O | -14 | -2% | . | -3
CCn1c(Cc2c(C)[nH]c3ccccc23)nnc1SCC(=O)NCc1ccco1 | 11 | 6% | . | ?
COc1cc([N+](=O)[O-])ccc1NC(=O)CSc1nc2ccccc2n1-c1ccccc1 | . | 2% | . | 37
CCOC(=O)N1CCN(S(=O)(=O)c2ccc3c(c2)CCN3C(=O)C2CC2)CC1 | 1 | 6% | 4% | 65
COC(=O)c1sc(NC(=O)CSc2nnc(C(C)C)n2C)nc1C | 0 | -3% | -4% | 29
Cc1cccc(NC(=O)c2sc3nc(-c4ccc(F)cc4)cn3c2C)n1 | -3 | -4% | 3% | ?
COc1cc(-c2nnc(SCc3cccnc3)n2C)cc(OC)c1O | 5 | 2% | -6% | 9
O=C(CO/N=C/c1ccc(OC(F)F)cc1)NCc1cccs1 | . | -3% | . | -14
CCC1CCCCN1C(=O)CSc1nnc(CNC(=O)c2cc(OC)c(OC)c(OC)c2)o1 (stereo not drawn) | 0 | -6% | -1% | 44
CC(NC(=O)c1cncc(Br)c1)c1ccc(S(N)(=O)=O)cc1 (stereo not drawn) | 6 | -3% | 3% | ?
CC1(C)SC(=Nc2ccccc2)N(S(=O)(=O)c2ccccc2)C1=O | . | 3% | . | -23
O=P(Cc1ccncc1)(c1ccccc1)c1ccccc1 | -2 | 3% | 2% | -12
CCOC(=O)Nc1sc(=S)n(C)c1C | -4 | -2% | . | -12
CC(C)NC(=S)N/N=C/C1=CCC2CC1C2(C)C (stereo not drawn) | 6 | ? | . | -5
CCCc1cc(=O)[nH]c(SCCOc2ccc(OCC)cc2)n1 | 8 | -10% | -3% | 40
CC(SCc1ccccc1)C(=O)N/N=C/c1ccc2c(c1)OCO2 (stereo not drawn) | 3 | -1% | 3% | ?
Cc1ccccc1NC(=O)c1ccccc1NC(=O)c1ccco1 | 1 | -1% | 1% | -15
CC(C)(C)c1ccc(C(=O)OCC(=O)Nc2sc3c(c2C#N)CCC3)cc1 | 0 | 2% | . | 26
COc1ccccc1OCc1ccc(C(=O)NCc2ccco2)o1 | ? | -4% | 9%[11.4 µM] | -86*
COC(=O)CC1C(=O)NCCN1C(=S)Nc1cc(C)cc(C)c1 (stereo not drawn) | . | 1% | . | 2
CCN=c1scc(-c2ccco2)n1/N=C/c1ccc(O)cc1 | -1 | -14% | ? | ?
CCOC(=O)C1CCN(c2nc3cc(OC)ccc3cc2C#N)CC1 | -9 | -5% | 3%[2.29 µM] | ?
Cc1cccc(OC2(c3ccccc3)OC(=O)c3ccccc32)c1C (stereo not drawn) | 9 | -5% | 9% | -14
CCCCn1nnc(NC(=O)c2ccc(-c3ccccc3)cc2)n1 | -9 | 1% | -2% | 38
CCCc1cc(=O)[nH]c(SCc2nc3ccccc3s2)n1 | -4 | -1% | 10% | ?
COCCn1c(=S)[nH]c2ncccc2c1=O | 9 | 4% | -2% | -1
CN(C)CCCOC(=O)c1cc2ccccc2o1 | 3 | -1% | 8% | 1
CCOC(=O)C1CCN(C(=O)c2ccccc2Oc2ccccc2)CC1 | 15 | -4% | 2% | ?
Nc1nc(SCc2ccccc2Cl)cc(C(=O)O)n1 | . | -16%[11.4 µM] | 37%[activator][11.4 µM] | .
Cc1oc2cc(OCc3cnn(-c4ccccc4)c3)ccc2c(=O)c1Oc1ccccc1F | . | 2% | . | -2

An excerpt from above in order of molar mass, high to low.
SMILES | IMPase inh | ALOX12 inhib | 15-hLO-2 inh | PNC assembly inh
CCCCn1nnc(NC(=O)c2ccc(-c3ccccc3)cc2)n1 | -9 | 1% | -2% | 38
CCCc1cc(=O)[nH]c(SCc2nc3ccccc3s2)n1 | -4 | -1% | 10% | ?
COCCn1c(=S)[nH]c2ncccc2c1=O | 9 | 4% | -2% | -1

(next part)
SMILES | IMPase inh | ALOX12 inhib | 15-hLO-2 inh | PNC assembly inh
CN1C(=O)C(C(=O)NC(C)(C)C)C2c3ccccc3OC13CCCCC23 (stereo not drawn) | -1 | -2% | -9% | ?
Cc1oc(-c2ccccc2F)nc1CN1CCC(C(=O)NCc2ccco2)CC1 | -4 | -1% | 5% | 15
S=c1[nH]nc(-c2ccncc2)n1/N=C/c1ccccc1 | 2 | -5% | . | -28
O=C(OCc1cnc(Cl)s1)c1ccc(Cl)cc1 | 3 | 0% | -5% | 23
COc1ccc(NC(=O)N2c3ccccc3CC2C)cc1OC (stereo not drawn) | -4 | 4% | -2% | -7
COc1cc(OC)c(S(=O)(=O)N2CCCCC2)cc1S(=O)(=O)N1CCCCC1 | 2 | -5% | -3% | ?
COc1cc(CCN2C(=O)N[C@@H](CCc3ccccc3)C(C(C)=O)=C2C)cc(OC)c1OC | . | -1% | . | 20
Cc1nnc(NC(=O)Nc2ccc(Cl)c(Cl)c2)s1 | -2 | 0% | -1% | 36
S=C(NCC1COc2ccccc2O1)Nc1ccc(Br)cc1 (stereo not drawn) | . | -29% | . | 38
O=C(C1=COCCO1)N1CCN(C(c2ccccc2)c2ccccc2)CC1 | 12 | -4% | 3% | 14
Cc1ccccc1C(=O)c1c[nH]c(C(=O)NCC2CCCO2)c1 (stereo not drawn) | -4 | -3% | -6% | 25
Cc1cc2ccccc2n2c(SCC(=O)N3CCc4ccccc4C3)nnc12 | -5 | -4% | . | ?
COCCCNC(=O)CS(=O)(=O)Cc1nc(-c2cccc(OC)c2)oc1C | -1 | 2% | . | 75
Cc1ccc(S(=O)(=O)CCc2nnc(NC(=O)c3cnccn3)s2)cc1 | -11 | 0% | -7% | 7
COc1ccc(OC)c(C2CC(=O)N3CN(c4cccc(Cl)c4C)CSC3=C2C#N)c1 (stereo not drawn) | -6 | ? | 10µM* | -24
Cc1onc(-c2ccccc2)c1C(=O)Nc1ccncc1 | -9 | -2% | 2% | 7
Nc1ncnc2c1ncn2[C@H]1CC[C@@H](CO)O1 | . | 3% | -13% | .
O=C1C(c2ccncc2)=C(O)c2ccccc21 | 3[1.84 µM] | -5% | -5%[11.4 µM] | ?
CC(C)c1ccc(CNC(=O)CSCC(=O)Nc2ccc3ccccc3c2)cc1 | 0 | -15% | 3% | 25
Cc1ccc(C)c(NC(=O)c2cnn3ccccc23)c1 | -6 | 0% | -2% | ?
Cc1nc(NC(=O)COC(=O)CCS(=O)(=O)c2ccccc2Cl)c(Cl)cc1Cl | 3 | -6% | 2% | -5
O=C(C1CCN(S(=O)(=O)Cc2ccccc2)CC1)N1CCCc2ccccc21 | 2 | -1% | -5% | -23
CCOC(=O)C(=O)Nc1ccc2c(c1)OCO2 | 24 | -9% | 21% | ?
CCn1c(COc2ccccc2C)nnc1SCC(=O)OC | 6 | -1% | 3% | -15
Cc1ccc(S(=O)(=O)N2CCCC(C(=O)Nc3cccnc3)C2)cc1 (stereo not drawn) | 9 | 0% | -1% | -15
O=C(CSc1ncn[nH]1)OCN1C(=O)c2ccccc2C1=O | 5 | 1% | 4% | -7
Cc1sc2nc(CN3CCC(C)CC3)nc(Cl)c2c1C | . | 3% | . | -9
O=C(CSc1nnc(-c2ccccc2)o1)n1c2c(c3ccccc31)CCCC2 | 2 | -1% | -1% | -17
Cc1[nH]c(=O)[nH]c(=O)c1S(=O)(=O)N1CCCC(C(=O)NCc2ccccc2Cl)C1 (stereo not drawn) | . | -2% | . | 31
Cc1c(NC(=O)C(C)N2C(=O)C3C4C=CC(C4)C3C2=O)c(=O)n(-c2ccccc2)n1C (stereo not drawn) | 0 | 8% | 5% | 14

Single entries from the list.
PNC assembly inh, Cc1ccc(S(=O)(=O)N2CCCC(C(=O)Nc3cccnc3)C2)cc1 (stereo not drawn) : -15
IMPase inh, Cc1nc(NC(=O)COC(=O)CCS(=O)(=O)c2ccccc2Cl)c(Cl)cc1Cl : 3
ALOX12 inhib, O=C(C1CCN(S(=O)(=O)Cc2ccccc2)CC1)N1CCCc2ccccc21 : -1%

Other entries follow:
SMILES | IMPase inh | ALOX12 inhib | 15-hLO-2 inh | PNC assembly inh
COc1ccc(CNC(=O)c2c(O)c3cccc4c3n(c2=O)CCC4)cc1 | 7 | -18% | -4% | 5
COc1ccc(C(=O)Nc2ccccc2C(N)=O)cc1 | -8 | -6% | -5% | -11
O=C1Nc2ccccc2Nc2ncccc21 | 2 | -1% | 3% | -9
COc1cccc(/C=C2\N=C(c3c(-c4ccccc4)noc3C)OC2=O)c1OC | 1 | 1% | -29% | -7
CN(C=C1C(=O)CC(C)(C)CC1=O)CCN1CCNCC1 | -1 | 2% | -5% | 20
CN=C(NC1CCCCC1)c1ccc(Cl)cc1 | . | 8% | . | -103*
Cc1ccc(/C(O)=C2/C(=O)C(=O)N(Cc3ccco3)C2c2cccs2)cc1 (stereo not drawn) | -3 | -9% | 38%[activator] | 13
OCCN=Cc1c(O)[nH]c2ccccc12 | 7 | 1% | -9% | -17
c1ccc(CN2CCN(c3nc4ccccc4n4cnnc34)CC2)cc1 | 6 | 11% | 20% | 18
CC(Oc1ccc2ccccc2c1)C(=O)NNC(=S)NC(=O)c1ccco1 (stereo not drawn) | 6 | -26% | -21% | 36
COc1ccc(C)cc1NC(=O)C12CCC(C)(C(=O)O1)C2(C)C (stereo not drawn) | 0 | 1% | 0% | -16
O=C(C1CC1)N1CCc2cc(Br)cc(S(=O)(=O)NCC3COc4ccccc4O3)c21 (stereo not drawn) | 7 | 1% | -10% | ?
Clc1ccc2c(c1)C=Nc1c(NCc3ccccc3)ncnc1O2 | 9 | 1% | -1% | 8
CSc1ccccc1NC(=O)COC(=O)c1ccccc1Cc1ccccc1 | . | 3% | . | 11
CCN(CC)S(=O)(=O)c1ccc(C(=O)N2CCN=C2SCc2cccnc2)cc1 | 15 | -4% | 2% | -15
OCCCCNCc1ccc(OCc2ccc(Cl)cc2)cc1 | 6 | 5% | 58%[activator] | 16
CCCCn1c(SCC(=O)Nc2cc(C)[nH]n2)nc2ccsc2c1=O | ? | -2% | 32%[activator] | -6
COc1ccc(C(=O)Nc2ccc3c(c2)C(=O)c2ccccc2C3=O)cc1OC | . | 0% | . | 10
Cc1ccc(S(=O)(=O)NCCCN(C)C)cc1 | -6 | 7% | 4% | 6
COC(=O)c1c(NC(=O)Cn2cnc([N+](=O)[O-])n2)sc2c1CCC(C)C2 (stereo not drawn) | . | 2% | . | ?
COc1cccc(-c2csc(N3CCN(C(=O)Nc4ccc(F)cc4)CC3)n2)c1 | 12 | -4% | . | 20
CCOC(=O)C(CSCC(=O)c1ccc(Cl)cc1)NC(=O)OC(C)(C)C (stereo not drawn) | 3 | -3% | -8% | 19
Cc1cccnc1NC(=O)C1CCN(S(=O)(=O)c2cccs2)CC1 | -11 | 5% | 7% | 41
N/C(=N\OC(=O)c1ccc(Cl)cc1)c1ccc(Cl)cc1 | -9 | 5% | . | -1
CCOC(=O)c1cc(C)n(S(=O)(=O)c2ccc(C)cc2)c1C | 0 | -9% | 4% | 36
CCc1nc2ccccc2c2nc3ccccc3n12 | -18 | 0% | 11% | -7
Cn1c(-c2cc3c(C(F)(F)F)nn(C)c3s2)n[nH]c1=S | -10 | -14% | ? | 28
CCCCOC(=O)CCc1n[nH]c(=O)[nH]c1=O | -12 | -7% | -4% | 22
Cc1ccc(S(=O)(=O)N2CCN(S(=O)(=O)N3CCOCC3)CC2)c(C)c1 | -2 | 7% | 2% | -14
COc1ccc(S(=O)(=O)N2CCCC2C(=O)NCc2cccs2)cc1 (stereo not drawn) | -8 | -7% | 9% | -11
CCOCCCNCc1ccc(OCc2ccccc2Cl)cc1 | . | 4% | . | ?

Fetched by compound from above:
SMILES | IMPase inh | ALOX12 inhib | 15-hLO-2 inh | PNC assembly inh
COc1ccc(S(=O)(=O)N2CCCC2C(=O)NCc2cccs2)cc1 (stereo not drawn) | -8 | -7% | 9% | -11
CCCCOC(=O)CCc1n[nH]c(=O)[nH]c1=O | -12 | -7% | -4% | 22
COc1cccc(-c2csc(N3CCN(C(=O)Nc4ccc(F)cc4)CC3)n2)c1 | 12 | -4% | . | 20

High-throughput results: PubChem BioAssay, National Center for Advancing Translational Sciences (NCATS)

Hits appear at their usual frequency. Share with any hit: about 3.1%.
